EPAC1 ag – activates human EPAC1 exchange factor. EPAC1 agonist qHTS, biochemical assay; response scale: 100% = response to 6.5 mM cAMP. 0.073% of 360,000 active. Potency, µM (top dose mostly 154 µM), for inactives: at the top dose activation, actives largely listed as activators. O95398. AID 720707; note: potency is the fitted concentration of half-maximal effect; nearly all actives have a fitted effect of over 60% in size
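Compounds were pinned as a concentration titration into mixtures of EPAC1 (100 nM), BODIPY-GDP-loaded Rap1B (250 nM) and GDP (50 uM). After 5 min at room temperature, fluorescence was followed for 30 min; activity was scaled to 6.5 mM cAMP.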
PLK1 PBD block – PLK1 (human) polo-box domain binding inhibition; P53350; Plk1 PBD binding of FITC phosphopeptide, fluorescence polarization; Potency, µM, without a hit: max response, negative = inhibition, hits mostly inhibitors; 2.8% of 360,000 active; AID 720504; note: potency is the fitted concentration of half-maximal effect; series mostly up to about 57 µM; % is set by controls: 0 for no effect and ±100 for the full control effect; nearly all actives have a fitted effect of over 65% in size
Target sequence (P53350 whole entry, looked up, the tested form may be a part): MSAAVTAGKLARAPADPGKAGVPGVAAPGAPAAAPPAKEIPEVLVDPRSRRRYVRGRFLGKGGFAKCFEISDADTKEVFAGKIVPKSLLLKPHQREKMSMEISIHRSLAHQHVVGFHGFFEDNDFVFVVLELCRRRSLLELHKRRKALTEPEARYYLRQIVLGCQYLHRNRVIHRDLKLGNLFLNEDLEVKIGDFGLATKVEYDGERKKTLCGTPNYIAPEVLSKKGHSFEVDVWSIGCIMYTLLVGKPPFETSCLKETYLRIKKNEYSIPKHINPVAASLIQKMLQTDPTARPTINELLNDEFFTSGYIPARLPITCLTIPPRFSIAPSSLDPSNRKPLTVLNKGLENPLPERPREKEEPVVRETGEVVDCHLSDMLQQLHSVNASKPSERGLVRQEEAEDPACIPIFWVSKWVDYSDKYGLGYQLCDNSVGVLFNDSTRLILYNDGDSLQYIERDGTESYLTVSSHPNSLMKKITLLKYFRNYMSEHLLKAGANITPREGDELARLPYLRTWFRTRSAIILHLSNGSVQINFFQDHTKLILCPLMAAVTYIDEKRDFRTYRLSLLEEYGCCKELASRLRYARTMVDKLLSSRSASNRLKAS
WRN helicase inh – blocks human WRN helicase; Q14191; WRN helicase unwinding, fluorescent forked duplex, kinetic; Potency, µM (top dose mostly 114 µM), for the others: at the highest dose activity change, negative = inhibition, hits mostly inhibitors; 0.46% of 360,000 active; note: potency is the fitted concentration of half-maximal effect; % is set by controls: 0 for no effect and ±100 for the full control effect; nearly all actives have a fitted effect of over 55% in size
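Screening of the MLSMR collection measured strand separation of a quenched forked DNA duplex (100 nM) by 20 nM WRN with 2 mM ATP, all final. Compounds were preincubated with enzyme 15 min at room temperature.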
EPAC2 agonist – EPAC2 (human) agonism; Q8WZA2; EPAC2 activation, biochemical qHTS; response scale: 100% = 6.5 mM cAMP response; Potency, µM (series often up to 154 µM), for inactives: at the highest dose activation, hits mostly activators; 0.079% of 360,000 active; note: potency is the fitted concentration of half-maximal effect; nearly all actives have a fitted effect of over 50% in size
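Fluorescence exchange assay: 100 nM EPAC2 with 250 nM RAP1B-BODIPY-GDP and 50 uM GDP; compounds tested as a concentration-titration series (qHTS). Loss of Rap1-bound BODIPY-GDP fluorescence read at 480/540 nm; data normalized to 6.5 mM cAMP.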
EPAC1 antagonist – EPAC1 (human) antagonism; O95398; EPAC1 GEF assay, Rap1b-BODIPY-GDP exchange fluorescence; Potency, µM (titrated, usually from 115 µM), for the others: top-dose activity change, negative = inhibition, most hits filed as inhibitors; 0.14% of 360,000 active;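 note: potency is the fitted concentration of half-maximal effect; plate controls were vehicle for no effect and positive control for full effect; nearly all actives have a fitted effect of over 50% in size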
CCT modulator – modulators of cytosolic chaperonin (CCT/TRiC) activity; purified chaperonin ATPase assay, HTRF ADP detection, 30 min; activity change, % (concentration not given with the values), hits read low; 0.3% of 360,000 active; in the data active = activity change below about -30%; note: % is set by controls: 0 for no effect and ±100 for the full control effect
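We incubate TRiC, 40 or 20 nM final, with library compounds at 76 uM and 10 uM ATP for 30 min at 37 °C. ADP formed is detected with Transcreener HTRF reagents after 30 min at room temperature.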
PI5P4Ka inh – blocks human PI5P4K alpha kinase activity | P48426 | PI5P4Kalpha enzyme, ADP-Glo luminescence, 60 min; hits give low values | max response, % | 1.2% of 330,000 active; active = max response of -50% or lower; inconclusive = between -30% and -50%; inactive = -30% or higher; note: value at the top dose of about 77 µM; % is set by controls: 0 for no effect and ±100 for the full control effect
Target sequence (P48426 whole entry, looked up): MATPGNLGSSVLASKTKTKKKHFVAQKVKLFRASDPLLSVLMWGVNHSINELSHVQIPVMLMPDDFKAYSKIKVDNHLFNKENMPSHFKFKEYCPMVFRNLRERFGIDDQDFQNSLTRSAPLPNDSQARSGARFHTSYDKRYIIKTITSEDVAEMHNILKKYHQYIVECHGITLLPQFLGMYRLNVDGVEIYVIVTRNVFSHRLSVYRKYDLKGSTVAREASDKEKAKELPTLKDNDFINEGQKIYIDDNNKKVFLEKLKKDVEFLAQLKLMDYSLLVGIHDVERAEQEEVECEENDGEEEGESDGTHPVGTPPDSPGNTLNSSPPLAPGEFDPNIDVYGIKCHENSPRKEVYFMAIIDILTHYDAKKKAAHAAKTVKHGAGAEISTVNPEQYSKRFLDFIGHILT
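ADP-Glo luminescence end-point after a 60 min room-temperature kinase reaction. PI5P4Kalpha and substrate in HEPES pH 7.4 buffer with EGTA, 0.1% CHAPS and 5% DMSO; ATP at 5 microM final.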
IL-2 act – activates IL-2 in a cell-based reporter assay. activation, % (series mostly up to about 46 µM). AID 652025. IL-2 activation reporter assay, cell-based qHTS; stimulated with anti-CD3/CD4/CD28 beads; in transgenic mouse T cells. 0.065% of 360,000 active; in the data active = activation above about 50%; inconclusive = mostly about 30% to 49%; note: 0% is about no effect
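First, unstimulated transgenic mouse T cells were exposed to compound for 60 min. Next, anti-CD3/anti-CD4-coated beads with anti-CD28 were added. Finally, after 18 h at 37 degrees C, EGFP and DsRed were imaged.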
The depositor's hits bear a star; ? = inconclusive; . = no result given; [ ] = another dose, or the depositor's remark. Unless noted, calls come from the whole dose curve; as a rule, active = well fitted curve in the direction sought with a large enough effect; inconclusive = small, poorly fitted or top-dose-only effect, or another doubt; inactive = no such curve, though single readings can be large; an effect the other way counts as inactive or inconclusive. These rows are one share of the data; count on the stated rates, not on these rows.

SMILES | EPAC1 ag | PLK1 PBD block | WRN helicase inh | EPAC2 agonist | EPAC1 antagonist | CCT modulator | PI5P4Ka inh | IL-2 act
Cc1cccc2cc(CN(Cc3nnnn3C3CCCC3)C3CCCCC3)c(=O)[nH]c12 | 7% | -15% | -13% | 4% | 13% | -2.4 | . | -0.7
Cc1ccc(OCC(=O)NC2CCS(=O)(=O)C2)c([N+](=O)[O-])n1 (centres undefined) | 5% | -13% | 4% | -2% | -3% | 1.7 | -1 | 5.0
CC(C)CC(=O)NC(=S)Nc1nc(-c2ccccc2)cs1 | -1% | 7% | -1% | -17% | 0% | -2.8 | 8 | 0.4
CN1CCN(/C=N/c2c(C#N)cnn2-c2ccccc2)CC1 | -5% | 27µM* | 5% | -9% | -3% | 0.4 | -8 | 0.5
Cc1ccsc1/C=N\NC(=O)c1n[nH]c2c1CCC2 | 4% | -7% | -5% | 1% | 5% | -0.7 | 0 | -1.5
COc1ccc(C2=NN(C(=O)c3cccnc3)C(c3ccccc3)C2)cc1 (centres undefined) | 4% | -2% | -12% | 9% | -14% | -0.7 | 2 | 1.1
COc1ccc(/C=C/C2=CCN(Cc3ccc(OC)cc3)CC2)cc1 | -8% | -6% | -9% | -1% | -12% | 2.2 | -3 | -0.1
COC(=O)[C@H](Cc1ccccc1)NC(=O)N1CCN(Cc2ccccc2)CC1 | 6% | -4% | 2% | 10% | 1% | -2.1 | . | -1.3
Cc1ccn(CC(=O)NC2CCCN(Cc3ccc(CC(C)C)cc3)C2)n1 (centres undefined) | -12% | -5% | 6% | -3% | 31%[activator] | 1.4 | -8 | -6.9
CCc1ccccc1N(CC(=O)N1CCCCC1)S(=O)(=O)c1ccccc1 | -10% | -6% | 2% | 4% | -1% | -0.4 | -9 | 1.0
Cc1c(C(=O)NC(C)C)sc2ncn(CC(=O)N3CCC(C)CC3)c(=O)c12 | 0% | -3% | -1% | -1% | -5% | 0.6 | . | -0.8
COc1cc(NC(=O)c2cc(Cl)nnc2Cl)cc(OC)c1OC | -5% | 4% | 4% | 1% | 11% | 1.5 | 1 | -0.8

Sorted by value in EPAC1 antagonist (rising): some entries from above.
Compound | EPAC1 antagonist
COc1ccc(/C=C/C2=CCN(Cc3ccc(OC)cc3)CC2)cc1 | -12%
CCc1ccccc1N(CC(=O)N1CCCCC1)S(=O)(=O)c1ccccc1 | -1%
Cc1ccsc1/C=N\NC(=O)c1n[nH]c2c1CCC2 | 5%

Remaining list, next part.
SMILES | EPAC1 ag | PLK1 PBD block | WRN helicase inh | EPAC2 agonist | EPAC1 antagonist | CCT modulator | PI5P4Ka inh | IL-2 act
CCCC1/C(=N/O)CC(c2ccccc2)NC1c1ccccc1 (centres undefined) | 4% | 4% | 1% | 1% | -23% | -0.8 | 5 | -1.5
Cc1ccc(C(=O)c2cc3ccccc3o2)cc1 | 5% | -10% | 3% | 20% | -17% | -0.3 | -2 | -1.6
COc1ccc(CC(=O)NCCc2ccc3c(c2)OCO3)cc1OC | 12% | 0% | -4% | 7% | 5% | -0.7 | 1 | -0.6
COc1cccc(-c2ocnc2C(=O)Nc2ccc(N3CCOCC3)cc2N2CCOCC2)c1 | 5% | -4% | -5% | 16% | -4% | -0.9 | 7 | -0.4
O=C1CCCN1c1cc(Cl)cc(Cl)c1 | 1% | -5% | -4% | 6% | 2% | 1.6 | 2 | 1.1
Cc1cccc(/C(N)=N/OC(=O)c2ccncc2)c1 | -2% | 0% | -2% | 2% | -10% | -0.5 | 6 | -1.7
CCOC(=O)CN(C(=O)CSc1nnc(CNc2ccc(F)cc2)o1)c1ccccc1 | 2% | -6% | -3% | 6% | 16% | -19 | 6 | -3.9
O=C(COc1ccccc1Cl)Nc1cccc(S(=O)(=O)NC2=NCCCCC2)c1 | 126µM* | -7% | -19% | 3% | -13% | 1.1 | 5 | 0.4
CCc1c(C#N)c(SCCC(=O)Nc2ccc(OC)cc2)nc2c1C(=O)CC(C)(C)C2 | 2% | 0% | -20% | 4% | -24% | -9.3 | 13 | -1.1
CCN(C(=S)NCc1ccccc1)c1cccc2ccccc12 | 9% | -8% | -4% | 8% | -10% | -0.8 | 22 | -1.7
CN(C)S(=O)(=O)c1ccc(Cl)c(NC(=O)COc2ccccc2[N+](=O)[O-])c1 | 6% | -11% | 8% | 2% | -1% | -4.6 | 0 | -2.5
CC(C)CCN1CCN(Cc2ccc(C(F)(F)F)cc2)CC1CCO (centres undefined) | -5% | 4% | 5% | -4% | -5% | -0.4 | -1 | -0.4
O=C(COC(=O)Cc1ccc(F)cc1)NC1CCCC1 | 4% | -3% | 0% | 3% | 6% | 1.1 | -2 | -0.7
CCn1c(=N)n(CC(O)COc2ccc(C)cc2)c2ccccc21 (centres undefined) | 9% | -1% | 5% | 5% | 6% | -1.3 | 1 | -4.6
CC(=O)c1sc2nsc(SCCN3CCCC3)c2c1N | 8% | 7.5µM* | ? | 11% | -4% | 2.0 | ? | -1.0
CC(C)Oc1ccc(C(=O)NC2CCS(=O)(=O)C2)cc1 (centres undefined) | -4% | -7% | 7% | -1% | 10% | 0.8 | -2 | -0.7
Cc1[nH]n(-c2ccccc2)c(=O)c1C(=O)c1ccccc1 | 0% | -19% | -4% | 0% | 3% | 0.1 | -2 | 3.0
COc1ccc(/C=C2\C(=N)N3N=C(CC(=O)N4CCOCC4)SC3=NC2=O)cc1 | 11% | -9% | 11% | 17% | -17% | -0.2 | -4 | -2.5
O=C(NC(c1ccc(Cl)cc1)c1cnccn1)C1CCN(CCCc2ccccc2)CC1 (centres undefined) | 0% | -13% | 0% | 9% | -8% | -3.8 | 1 | -0.2
O=C(COC(=O)c1cccc(Br)c1)NC(=O)NC1CCCC1 | 5% | -18% | -13% | 15% | -8% | 0.1 | 14 | -3.4
Cc1ccccc1OCC(=O)N1CCN(C(=O)COc2ccccc2C)CC1 | -1% | -24% | 1% | 3% | 4% | -2.0 | 0 | -0.1
O=C1CCC2(CCCCC2)N1 | -5% | -2% | -1% | 1% | 1% | 0.3 | 6 | -0.5
COc1cccc(/C=C/C(=O)Nc2ccc(C(=O)Nc3cccc(S(N)(=O)=O)c3)cc2)c1OC | -5% | 0% | -17% | -3% | 1% | -2.1 | 6 | 0.4
CN1CCN(c2ccc(NS(=O)(=O)c3ccc(Cl)cc3)cn2)CC1 | -2% | 4% | 2% | 2% | -6% | -2.1 | 1 | 0.3
c1ccc(CN(Cc2ccccc2)c2c3c(nc4ncnn24)CCC3)cc1 | 6% | 0% | 0% | 10% | -5% | 0.5 | 7 | 0.7
Cc1cc(C)cc(-n2c(C)cc(/C=N/NC(=O)CN(c3c(C)cccc3C)S(C)(=O)=O)c2C)c1 | 4% | -5% | -12% | 8% | -18% | -2.9 | 0 | 0.3
COc1ccc(OC)c(CCNC(=O)CN2C(=O)CC(C)(C)S(=O)(=O)c3ccccc32)c1 | -7% | -3% | -7% | 6% | -10% | -0.5 | -1 | -1.0
O=C(N/N=C/c1ccco1)c1cc(-c2ccncc2)nc2ccccc12 | -3% | -7% | -1% | 5% | -1% | -0.7 | -6 | -1.5
CN(CC(=O)Nc1cccc(S(=O)(=O)NC2=NCCC2)c1)Cc1ccccc1Cl | -7% | -4% | 0% | 2% | -18% | -0.6 | -1 | -0.5
Cc1onc(-c2ccccc2)c1C(=O)O/N=C(\N)c1ccc([N+](=O)[O-])o1 | 1% | -2% | 9% | 4% | 11% | -0.7 | 1 | 0.4
Cc1cc(NC(=O)CSc2nnc(-c3c[nH]c4ccccc34)n2C)no1 | 8% | 0% | 3% | 0% | -26% | 2.6 | -1 | -2.8
O=C(/C=C/c1cc([N+](=O)[O-])ccc1OC(F)F)NCc1ccc(F)cc1 | 1% | -9% | -28% | -5% | 0% | 1.3 | -3 | 0.1
COc1ccc(/C=C2\Sc3ccc(C(=O)NCCCN4CCCC4)cc3N(C)C2=O)cc1OC | 7% | -7% | -26% | 3% | -22% | -0.8 | 6 | 0.3
CCC1CN(C(=O)N2CCC(C(=O)Nc3ccccc3F)CC2)c2ccccc2O1 (centres undefined) | 5% | -20% | 1% | 5% | -15% | -2.1 | 3 | -2.3
O=C(CCN1C(=O)/C(=C/c2ccccc2)SC1=S)NNC(=O)c1ccncc1 | 8% | -19% | -9% | 7% | -11% | 1.2 | 0 | 0.4
CCOC(=O)c1ccccc1NS(=O)(=O)c1ccc(OC)cc1 | 8% | -6% | -10% | 8% | ? | -0.5 | 5 | -2.2
Cc1cccc(OCCNC(=O)c2ccc(Oc3ccc(C(F)(F)F)cc3[N+](=O)[O-])cc2)c1 | 8% | -4% | -5% | 2% | -20% | -2.3 | 4 | -2.2
C/C(=N/OCO/N=C(/C)c1ccc(F)cc1)c1ccc(F)cc1 | -1% | -3% | -27% | 6% | 8% | 2.0 | 17 | -4.8
COc1ccc(NC(=O)[C@@H]2CC=C[C@@H]3CCN(Cc4ccc(Cl)c(Cl)c4)C(=O)[C@@H]32)cc1 | -7% | -15% | -2% | 15% | -14% | 0.0 | 0 | -0.7
Cc1cc(C(=O)COC(=O)c2ccc(NC(=O)CC#N)cc2)c(C)n1C1CC1 | 3% | 2% | -13% | -10% | -1% | -1.6 | -25 | 3.3
CN(CC(=O)Nc1ccc(Cl)c(C(F)(F)F)c1)C(=O)COC(=O)C1CC2CCCC(C1)C2=O (centres undefined) | -8% | -9% | 4% | 6% | -12% | -1.3 | 12 | -0.1
Cc1ccc(S(=O)(=O)NC(=O)C2(C)CCN2C(=O)CCc2ccc(Cl)cc2Cl)nc1 (centres undefined) | -6% | -6% | -10% | 6% | 2% | -2.8 | 2 | 0.9
Cc1cc(=O)[nH]c(N2CCc3ccccc3C2)n1 | 2% | 3% | -6% | 4% | 4% | 1.2 | . | 1.8
COc1ccc(/C=N/OC/C(O)=C(\C#N)c2nc3ccccc3[nH]2)cc1OC | 4% | -4% | -7% | 2% | 5% | 0.2 | -6 | -0.9
O=C(O)c1ccc2c(=O)n3c(nc2c1)/C(=C/c1ccc(F)cc1)CC3 | 2% | -7% | 4% | -6% | 8% | 2.2 | -16 | 2.5
Cc1ccc(NC(=O)CCS(=O)(=O)c2cccc3nonc23)c(Cl)c1 | -5% | -1% | -2% | 3% | 7% | -1.1 | -6 | -3.4

High-throughput results as filed in PubChem.
